Screening data: PubChem, several laboratories
E coli Lon inh = E. coli protease La inhibition; 0.42% of 360,000 active; P0A9M0; inhibition, % at 7.94 µM; purified E. coli Lon protease, fluorescence polarization; in the data active = inhibition above about 13%, passing the limit was not always enough;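 note: 0% = enzyme with probe and DMSO and 100% = no enzyme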
CendR NRP1 mod = NRP-1/CendR interaction modulation. inhibition, % at 25 µM. AID 602438. FAM-RPARPAR peptide binding to NRP-1, fluorescence polarization. 0.85% of 360,000 active;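 active = inhibition or corrected inhibition above about 18%, plus a signal ratio from 0.5 to 1.5, limit read from the data, passing the limit was not always enough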; note: strong numbers were not always called active
FAS TE block = inhibitors of human fatty acid synthase thioesterase domain; AID 602261; 0.67% of 360,000 active; recombinant FAS-TE, OMFH fluorogenic substrate, fluorescence endpoint; inhibition, % at 15 µM; P49327;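 active = compounds whose normalised, plate-corrected inhibition of enzyme fluorescence in the single-dose primary screen is 50% or more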;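 note: 0% = DMSO with enzyme and 100% = substrate without enzyme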
MT1-MMP act inh = inhibitors of human MT1-MMP activation. P50281. 0.061% of 360,000 active. HT1080 RFP-PRO-GFP cells, GFP/RFP ratio fluorescence, overnight; percent of plate control window, DMSO zero. GFP/RFP ratio change, % at 20 µM;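 active = GFP/RFP ratio change of at least 30% with cell ATP level not reduced by more than half and red fluorescence within 50% of control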; note: strong numbers were not always called active
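Material – HT1080 RFP-PRO-GFP cells · Control set – DMSO wells and RFP-L50D-GFP cells · Incubation – overnight cell settling, then overnight compound exposure, 37 °C, 5% CO2 · Compound dosing – single-point 20 µM compound, 1% DMSO · Read-out – GFP/RFP fluorescence ratio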
Rin1 Abl inh = blocks binding of human Rin1 to Abl; TR-FRET Rin1/Abl binding, biochemical; inhibition, % at 7.35 µM; 0.4% of 360,000 active; in the data active = inhibition above about 5%, passing the limit was not always enough
bovine MsrA act = activators of bovine methionine sulfoxide reductase A. purified bovine MsrA, absorbance read-out. activation, % at 10.6 µM. 0.3% of 360,000 active; in the data active = activation above about 7.5%;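 note: 0% = vehicle and 100% = reference activator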
MLLE-PAM2 inh = inhibitors of microRNA-mediated deadenylation, human PABP1 MLLE binding. AID 588489. 0.36% of 360,000 active. inhibition, % at 20 µM. P11940. GST-MLLE / FITC-PAM2 fluorescence polarization; in the data active = inhibition above about 35%, passing the limit was not always enough;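 note: plate controls were DMSO wells with GST-MLLE for no effect and wells lacking GST-MLLE protein for full effect; some results filed as inactive read as strong as hits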
SKN-1 block = inhibitors of C. elegans SKN-1; inhibition, % at 21.8 µM; AID 624304; C. elegans VP596 Pgst-4::GFP/RFP ratio, acrylamide-induced, 24 h; 0.49% of 360,000 active;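 active = interference check ratio from 0.5 to 1.5 plus GFP to RFP signal ratio inhibition reaching or exceeding a fixed threshold, cut at about 30% in these data, passing the limit was not always enough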; note: some compounds called inactive have numbers as strong as hits
Neddyl block = inhibitors of human cullin neddylation; TR-FRET cullin neddylation, biochemical; calls only at 25 µM; 0.58% of 360,000 active; in the data active = inhibition above about 36%
Target sequence (P61081 whole entry, looked up): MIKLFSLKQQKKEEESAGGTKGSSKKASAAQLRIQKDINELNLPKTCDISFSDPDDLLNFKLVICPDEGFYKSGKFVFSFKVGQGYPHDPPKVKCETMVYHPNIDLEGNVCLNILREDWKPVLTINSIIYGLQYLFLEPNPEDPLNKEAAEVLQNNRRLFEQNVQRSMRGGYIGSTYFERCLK
Target sequence (Q13564 whole entry, looked up): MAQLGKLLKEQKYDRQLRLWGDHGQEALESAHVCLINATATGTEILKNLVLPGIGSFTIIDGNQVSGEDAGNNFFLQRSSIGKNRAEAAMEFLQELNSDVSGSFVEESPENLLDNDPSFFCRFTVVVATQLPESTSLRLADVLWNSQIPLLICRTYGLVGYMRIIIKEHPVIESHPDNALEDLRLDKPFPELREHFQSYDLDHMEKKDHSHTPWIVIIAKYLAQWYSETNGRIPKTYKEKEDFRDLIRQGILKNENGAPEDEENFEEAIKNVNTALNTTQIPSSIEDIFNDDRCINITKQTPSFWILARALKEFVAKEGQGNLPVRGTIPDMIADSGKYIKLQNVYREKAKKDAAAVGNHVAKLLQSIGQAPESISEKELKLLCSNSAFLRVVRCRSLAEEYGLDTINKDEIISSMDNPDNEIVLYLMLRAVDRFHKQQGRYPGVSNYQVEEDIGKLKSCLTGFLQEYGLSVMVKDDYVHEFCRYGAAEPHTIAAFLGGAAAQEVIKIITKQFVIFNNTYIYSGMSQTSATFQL
Starred values were filed as active, the others as inactive; i = inactive; / = not tested or not shown.

mol	E coli Lon inh	CendR NRP1 mod	FAS TE block	MT1-MMP act inh	Rin1 Abl inh	bovine MsrA act	MLLE-PAM2 inh	SKN-1 block	Neddyl block
C[C@H]1CN([C@@H](C)CO)C(=O)CCCn2cc(nn2)CO[C@@H]1CN(C)C(=O)Nc1ccc(C(F)(F)F)cc1	-7	-4	-6	8	-2	-1	12	10	i
CCNc1nc(OCC)nc(N2CCC(Cc3ccccc3)CC2)n1	3	12	6	-3	-4	-3	18	7	i
C[C@H]1O[C@H](C2CCCC2)CC2=C1C(=O)OC(C)(C)O2	-7	11	-4	5	/	-2	/	-3	i
N#C/C(=C/c1ccc(N2CCOCC2)o1)C(=O)N1CCOCC1	-379	-87	-31	-34	-15	-7	-161	9	i
CCN(CC)c1ncnc2sc(C(=O)N3CCN(c4ccc(OC)cc4)CC3)c(C)c12	-14	14	14	-5	2	-4	-4	10	i
O=C(Nc1ccc(S(=O)(=O)NCc2ccco2)cc1)c1ccc2ccccc2n1	-11	-6	21	14	0	-3	-7	12	i
Cc1cnn(-c2cc(N/N=C/c3ccccc3)ncn2)c1	-6	5	-9	3	-1	-9	-4	1	i
O=C(N/N=C\c1ccc[nH]1)C1COc2ccccc2O1 (configuration not stated)	-10	8	-3	6	-3	-3	7	-8	i
COC(=O)Cc1ccc(NC(=S)NCCCN2CCOCC2)cc1	10	2	-1	1	0	-2	14	4	i
Nc1ccc2c(c1)C(=O)C(=O)c1ccccc1-2	-5	15	30	-36	10*	40*	25	9	i
CCOc1ccc(CN2CCNC(=O)C2CC(=O)NCCCOc2cccnc2)cc1 (configuration not stated)	5	15	-4	-7	2	-3	10	6	i
CCN(CC)C(=O)c1sc2nc(-c3ccc(OC)cc3)cn2c1C	-5	-12	-7	2	1	-9	4	-13	i
CCC(=O)NNc1nc2c(F)cc(F)cc2s1	-12	0	-8	-3	4	-2	7	-3	i
COCCNC(=O)C1(C)CCCN(C(=O)c2cc(F)cc(F)c2)C1 (configuration not stated)	-6	-5	-8	2	-2	-3	10	-11	i
O=C(O)/C=C/C(=O)c1ccc(O)cc1	-1	-10	-2	3	-2	-6	37	-2	i
CCc1ccc(S(=O)(=O)Nc2c(C)nn(C)c2C)cc1	6	-7	-14	6	-2	0	18	14	i
Cc1ccc(S(=O)(=O)N2CCC(=O)N(C(COCc3ccc(Cl)cc3)Cc3ccccc3)CC2)cc1 (configuration not stated)	2	4	26	4	5	-2	4	3	i
CC(=O)c1ccc(NC(=O)C2CCCN2S(=O)(=O)c2ccc(C)cc2)cc1 (configuration not stated)	-5	4	-2	3	-3	1	-2	-4	i
CCOc1cccc(-c2nc(C(N)=O)c3[nH]c(=O)n(-c4cccc(Cl)c4)c3n2)c1O	10	-5	8	2	0	-2	1	3	i
[O-]/[N+](=C\C=C\c1ccccc1)c1ccccc1	4	4	-2	1	-1	-9	0	12	i

Entries of single compounds as entered above. Screens in order: E coli Lon inh | CendR NRP1 mod | FAS TE block | MT1-MMP act inh | Rin1 Abl inh | bovine MsrA act | MLLE-PAM2 inh | SKN-1 block | Neddyl block
CCOc1ccc(CN2CCNC(=O)C2CC(=O)NCCCOc2cccnc2)cc1 (configuration not stated) is listed with 5 | 15 | -4 | -7 | 2 | -3 | 10 | 6 | i
C[C@H]1CN([C@@H](C)CO)C(=O)CCCn2cc(nn2)CO[C@@H]1CN(C)C(=O)Nc1ccc(C(F)(F)F)cc1 is listed with -7 | -4 | -6 | 8 | -2 | -1 | 12 | 10 | i

Going on with the list:
mol	E coli Lon inh	CendR NRP1 mod	FAS TE block	MT1-MMP act inh	Rin1 Abl inh	bovine MsrA act	MLLE-PAM2 inh	SKN-1 block	Neddyl block
Cc1nnc(Oc2ccccc2F)c2ccccc12	-2	-2	-9	-4	7	-1	4	-28	i
CCc1ccc(CCC(=O)Nc2ccc(C)cc2C)o1	2	-14	-1	-5	0	0	6	13	i
Cc1ccc(-c2n[nH]c(=S)n2/N=C/C=C\c2ccccc2[N+](=O)[O-])cc1	12	-19	-6	1	-1	1	-37	0	i
Cc1c(N=C2C=C(Br)C(=O)C(Br)=C2)c(=O)n(-c2ccccc2)n1C	-5	-9	2	8	8	-3	21	13	i
CS(=O)(=O)N1CCC2(CC1)OCCN2S(=O)(=O)c1ccccc1	-11	1	-6	2	3	-4	-2	13	i
ON(CCc1ccncc1)Cc1ccccc1	-11	8	-5	-8	0	-3	12	-9	i
CCOC(=O)C1CCN(c2ncnc3c2cnn3C)CC1	9	5	3	-4	-2	-2	9	16	i
COc1ccc(Cc2n[nH]c(=S)n2Cc2ccccc2)cc1Cl	-2	2	12	3	-2	-1	-28	4	i
CCN(C(=N)N=C(N)N)c1ccccc1	5	-9	-12	-1	2	-5	-8	-3	i
COCCn1c(=S)[nH]c2cc(C(=O)N3CCN(c4ccc(F)cc4)CC3)ccc2c1=O	3	-28	13	4	4	-8	-75	-7	i
Cc1[nH]c(=O)[nH]c(=S)c1C(=O)Nc1ccc(Cl)c(Cl)c1	4	1	-1	7	-1	-7	-24	13	i
CC(C)(C)OC(=O)N1CCC(CNC(=O)c2ccc(F)cc2F)CC1	0	4	-2	0	3	0	-4	9	i
O=C(O)c1cccc(Nc2nc(-c3cccnc3)nc3ccccc23)c1	-6	-11	-12	2	-1	-3	-4	-3	i
Cn1c(=O)c2c(nc(SCCCC#N)n2Cc2c(F)cccc2Cl)n(C)c1=O	-2	-1	0	-2	7.2*	-3	-1	9	i
CC(=O)Nc1cc(S(=O)(=O)Nc2ccccc2C)c(C)cc1C	-5	4	-4	-10	2	-14	3	-13	i
O=C(Nc1ccncc1)c1ccc(C(=O)Nc2ccncc2)cc1	-6	-5	-8	1	-2	-7	-5	-7	i
CC(C)N(C(=O)Cc1ccccc1[N+](=O)[O-])C(C)C	-1	-4	-2	0	3	-1	7	-4	i
O=C(NCCc1ccccc1)c1cc(-c2ccc3c(c2)OCO3)on1	10	6	-3	5	-1	-2	-4	10	i
CN(C)c1nc2c(c(=O)[nH]c(=O)n2C)n1CCOc1ccccc1	5	0	-2	1	-2	-4	0	-1	i
COC(=O)c1ccc(CN2C(=O)c3ccccc3S2(=O)=O)cc1	2	-6	14	0	-5	-2	11	-20	i
CC(=O)Nc1ccc(N)cc1	-5	12	-3	0	-2	-3	-4	-1	i
CC(C)C(=O)Nc1cccc(COc2cccc(CN(Cc3ccccc3)C(=O)OC(C)(C)C)c2)c1	-3	-1	24	3	-4	-11	-1	-7	i
COC(=O)C1N[C@@H]([C@@H](NC(=O)COc2ccccc2)C(=O)Nc2ccc(OC)cc2)SC1(C)C (some centres not stated)	5	18	4	-1	-3	-2	9	9	i
C=CCn1c(N)c(C(=O)Nc2ccc(C)cc2)sc1=S	-6	4	-8	-2	-2	-3	16	18	i
Cc1ccc(S(=O)(=O)N(CC(=O)Nc2ccc(Cl)c([N+](=O)[O-])c2)C2CCCCC2)cc1	2	-5	43	-10	0	-3	15	1	i
C(=C\c1ccccc1)/CN1CCN(C(c2cccc3ccccc23)c2nnnn2Cc2ccccc2)CC1 (configuration not stated)	5	15	23	-8	3	-2	-8	-15	i
Cn1c(=O)c([N+](=O)[O-])c(NCc2ccc3c(c2)OCO3)c2ccccc21	-2	4	13	2	-4	-4	6	12	i
CCN1CCN(C(=O)c2cc(-c3cccnc3)nc3ccc(Br)cc23)CC1	1	-12	-4	-1	-6	-1	10	-15	i
Cc1ccc(C(=O)N2CCN3C(=O)c4ccccc4C23c2ccccc2)cc1 (configuration not stated)	1	6	-4	-1	-1	-1	-2	5	i
O=C1CN(C(=O)COC(=O)c2ccc(C(F)(F)F)cc2)c2ccccc2N1	-2	-10	-4	4	-2	-1	1	-9	i
CN(C)c1ccc(C(O)P(=O)(OC2CCCCC2)OC2CCCCC2)cc1 (configuration not stated)	-7	-11	0	3	-6	0	-3	21	i
CC(C)c1ccc(NC(=S)N(C)CCc2ccccn2)cc1	-9	-20	2	4	0	-3	-105	-7	i
O=C(CN1CCC(NC(=O)Nc2ccccc2)CC1)Nc1ccc([N+](=O)[O-])cc1	-5	-1	2	8	1	-2	6	-7	i
Cc1cc(=O)[nH]c2c(C)cc(S(=O)(=O)N3CCCCC3)cc12	-7	-6	-7	12	1	-2	4	14	i
COc1ccc(NC(=O)CN2CCN(CC(=O)Nc3ccc(F)cc3)CC2)cc1Cl	-2	-6	1	3	5	-5	6	4	i
O=S(=O)(Nc1ccccc1F)c1ccc(Cl)nc1	5	7	-8	-2	-1	-2	3	11	i
CCn1c(SC(C)C(=O)Nc2ccc(N3CCOCC3)cc2)nnc1-c1ccco1 (configuration not stated)	-7	-1	-4	-3	0	-3	-12	-16	i
CCc1ccc(NC(=O)CN(c2ccc3c(c2)OCO3)S(=O)(=O)c2c(C)noc2C)cc1	-5	0	18	-2	-2	-1	-6	1	i
COC(=O)C1(C)NC(c2ccc(C)cc2)C2C(=O)N(c3ccc(F)cc3)C(=O)C21 (configuration not stated)	-10	16	-2	6	1	0	-1	-7	i
Cc1cc(OC(C)C(=O)NCCCN2CCCC2=O)c2c(C)c(C)c(=O)oc2c1 (configuration not stated)	11	10	-5	5	-7	-3	6	18	/
Cc1ccc(S(=O)(=O)NC2c3cccc4cccc(c34)C2Sc2nncn2C)cc1 (configuration not stated)	5	3	-3	-7	1	15*	-3	2	i
COc1cc(OC)cc(-c2sc3ccc(OC)cc3c2C#CC2(N)CCCCC2)c1	1	8	20	-9	3	-1	-9	5	i
O=C(/C=C/c1ccc(Cl)cc1)NCCCn1ccnc1	-8	-6	-6	1	-3	-1	11	-5	i

Filtered by structure: the compounds so far containing an NH in an aromatic ring
mol	E coli Lon inh	CendR NRP1 mod	FAS TE block	MT1-MMP act inh	Rin1 Abl inh	bovine MsrA act	MLLE-PAM2 inh	SKN-1 block	Neddyl block
O=C(N/N=C\c1ccc[nH]1)C1COc2ccccc2O1 (configuration not stated)	-10	8	-3	6	-3	-3	7	-8	i
CCOc1cccc(-c2nc(C(N)=O)c3[nH]c(=O)n(-c4cccc(Cl)c4)c3n2)c1O	10	-5	8	2	0	-2	1	3	i
Cc1ccc(-c2n[nH]c(=S)n2/N=C/C=C\c2ccccc2[N+](=O)[O-])cc1	12	-19	-6	1	-1	1	-37	0	i
COc1ccc(Cc2n[nH]c(=S)n2Cc2ccccc2)cc1Cl	-2	2	12	3	-2	-1	-28	4	i
COCCn1c(=S)[nH]c2cc(C(=O)N3CCN(c4ccc(F)cc4)CC3)ccc2c1=O	3	-28	13	4	4	-8	-75	-7	i
Cc1[nH]c(=O)[nH]c(=S)c1C(=O)Nc1ccc(Cl)c(Cl)c1	4	1	-1	7	-1	-7	-24	13	i
CN(C)c1nc2c(c(=O)[nH]c(=O)n2C)n1CCOc1ccccc1	5	0	-2	1	-2	-4	0	-1	i
Cc1cc(=O)[nH]c2c(C)cc(S(=O)(=O)N3CCCCC3)cc12	-7	-6	-7	12	1	-2	4	14	i
